# Screens: PubChem BioAssay, Sanford-Burnham Center for Chemical Genomics
# PfGluPho inh: PfG6PD (Plasmodium falciparum) enzyme inhibition; actives 0.78% (n = 350,000); AID 504690; PfGluPho enzyme, NADPH resazurin-diaphorase fluorescence; inhibition, % at 20 µM;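 active = inhibition reaching at least a set limit at 20 µM in the primary screen, cut at about 59% in these data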;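 also: 0% = DMSO wells with substrate and 100% = DMSO wells lacking glucose-6-phosphate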
# SENP8 block-1: blocks human SENP8 cleavage of Nedd8 substrate; inhibition, % at 20 µM; recombinant SENP8, Nedd8 substrate fluorescence; Q96LD8; actives 0.64% (n = 360,000); AID 602440; in the data active = inhibition mostly above about 40%, no sharp cut-off; inactive = mostly below about 27%
# Target sequence (Q96LD8 whole entry, looked up): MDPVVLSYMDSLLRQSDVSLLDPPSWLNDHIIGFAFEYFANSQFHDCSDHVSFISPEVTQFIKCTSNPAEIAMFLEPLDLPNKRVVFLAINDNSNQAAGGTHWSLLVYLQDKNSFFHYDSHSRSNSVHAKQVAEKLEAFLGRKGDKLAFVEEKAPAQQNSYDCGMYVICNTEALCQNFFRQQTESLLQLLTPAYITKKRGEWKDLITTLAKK
# Apaf-1 inh: inhibitors of human Apaf-1 apoptosome. O14727. reconstituted apoptosome caspase-3 activity, DEVD-Rh110 fluorescence. inhibition, % at 20 µM. actives 0.71% (n = 330,000); active = inhibition of at least 40% at 20 µM;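 also: plate controls were DMSO wells for no effect and DEVD-CHO caspase inhibitor wells for full effect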
#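 System – cell-free apoptosome with Apaf-1, procaspase-3 and caspase-9 · Buffer or medium – pH 7.5 Hepes buffer with CHAPS, BSA, DTT · Also added – cytochrome c with DEVD-Rh110 · Times – 30 min compound preincubation, 50 min activation, room temperature · Technique – Rh110 fluorescence intensity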
# SENP7 inh: blocks the human protease SENP7; Q9BQF6; recombinant SENP7, Z-RLRGG-aminoluciferin luminescence, 40 min; inhibition, % at 5 µM; actives 1.5% (n = 330,000);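 active = inhibition above about 50% at the single test dose, limit read from the data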;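 also: plate controls were DMSO with enzyme for no effect and no enzyme buffer wells for full effect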
# NLRP3 yeast inh: inhibitors of NALP3 inflammasome in yeast. actives 0.39% (n = 330,000). Yeast reconstituted NLRP3/ASC/caspase-1, beta-gal luminescence, 24 h. inhibition, % at 10 µM;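 active = inhibition of 50% or more; inactive = inhibition below 50%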;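 also: plate controls were induced DMSO wells for no effect and uninduced yeast grown without galactose for full effect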
# SENP1 FRET inh: blocks the human SENP1 SUMO protease catalytic domain. actives 0.21% (n = 360,000). inhibition, % at 10 µM. recombinant SENP1 catalytic domain, CyPet-SUMO1-YPet FRET cleavage. AID 624204;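 active = inhibition at least 30% at 10 µM, raw YFP signal under a set limit, fluorescence ratio 0.5 to 1.5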;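 also: 0% = enzyme with DMSO and 100% = no enzyme wells; some results filed as inactive read as strong as hits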
# Target sequence (Q9P0U3 419-644 limits assumed): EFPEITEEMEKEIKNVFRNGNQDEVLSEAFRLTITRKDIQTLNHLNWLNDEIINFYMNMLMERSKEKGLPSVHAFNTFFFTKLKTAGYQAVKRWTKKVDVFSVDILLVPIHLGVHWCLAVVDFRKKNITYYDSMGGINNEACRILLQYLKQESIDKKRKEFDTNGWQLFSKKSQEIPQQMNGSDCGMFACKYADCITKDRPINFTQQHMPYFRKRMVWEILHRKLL
#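 System: Recombinant human SENP1 catalytic domain, His6-tagged | Incubation: Enzyme reaction for 50 min at room temperature, dark | Medium: Tris pH 8 with BME, BSA, NP40 and catalase | Also added: 25 nM SUMO1 FRET substrate | Compound: 10 µM single point, 0.5% DMSO | Measured by: FRET fluorescence in CFP and YFP emission channels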
# HKDC1 inhibitor: blocks human hexokinase HKDC1 activity | inhibition, % at 20 µM | recombinant HKDC1, G6PDH/diaphorase resazurin coupled fluorescence | actives 0.16% (n = 340,000) | AID 493160 | Q2TB90;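 active = inhibition above about 35% when tested at 20 µM, limit read from the data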;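 also: plate controls were DMSO wells with enzyme for no effect and DMSO wells lacking enzyme for full effect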
#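 Assay system: in-house recombinant HK5 (HKDC1) enzyme. Input: HKDC1 at 5 µg/mL. Medium: Tris pH 8.0 buffer with MgCl2, Tween-20, BSA, BME. Dosing: single 20 µM dose. Schedule: 90 min reaction incubation at room temperature, dark. Signal: resazurin-to-resorufin fluorescence via G6PDH and diaphorase coupling, 525/613 nm. Controls: DMSO-enzyme wells negative, buffer-substituted wells positive.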
# SENP8 block-2: SENP8 protease inhibition | AID 2540 | actives 1.2% (n = 330,000) | purified SENP8, Z-RLRGG-aminoluciferin cleavage, luminescence | inhibition, % at 10 µM | Q96LD8; in the data active = inhibition above about 50%
# SENP6 inh: inhibitors of human SENP6 protease | Recombinant SENP6 catalytic domain, aminoluciferin luminescence | inhibition, % at 10 µM | actives 1.8% (n = 330,000) | AID 2599;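 active = inhibition above about 50% at the single tested dose, limit read from the data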;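 also: plate controls were DMSO wells with enzyme for no effect and DMSO wells lacking enzyme for full effect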
# Target sequence (Q9GZR1 628-1112 limits assumed): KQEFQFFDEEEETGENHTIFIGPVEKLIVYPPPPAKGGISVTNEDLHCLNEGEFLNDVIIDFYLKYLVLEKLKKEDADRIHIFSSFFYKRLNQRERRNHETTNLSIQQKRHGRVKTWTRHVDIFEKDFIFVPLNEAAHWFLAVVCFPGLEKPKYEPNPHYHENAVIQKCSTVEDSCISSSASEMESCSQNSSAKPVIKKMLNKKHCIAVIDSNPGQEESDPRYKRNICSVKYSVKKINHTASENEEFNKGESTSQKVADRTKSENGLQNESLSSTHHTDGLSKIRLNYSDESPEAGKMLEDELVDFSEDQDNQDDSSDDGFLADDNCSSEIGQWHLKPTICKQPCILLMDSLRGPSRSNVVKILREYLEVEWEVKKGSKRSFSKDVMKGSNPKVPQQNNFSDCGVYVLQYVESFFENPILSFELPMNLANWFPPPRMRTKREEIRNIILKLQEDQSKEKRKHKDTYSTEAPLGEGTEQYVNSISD
# * = called active by the depositor; i = inactive; · = no result given.
SMILES,PfGluPho inh,SENP8 block-1,Apaf-1 inh,SENP7 inh,NLRP3 yeast inh,SENP1 FRET inh,HKDC1 inhibitor,SENP8 block-2,SENP6 inh
O=C(CSc1nnc(-c2ccncc2)o1)N1CCCC1,2.8,3.7,-10.5,-10.8,-11.3,0.0,-9.1,-4.3,10.5
CC[C@H](C)[C@H](NC(=O)[C@H](Cc1ccc(O)cc1)NC(=O)[C@@H](N)C(C)C)C(=O)N[C@@H](Cc1cnc[nH]1)C(=O)N1CCC[C@H]1C(=O)N[C@@H](Cc1ccccc1)C(=O)O,-15.9,6.8,-8.3,1.4,-6.2,1.2,-4.1,-0.4,3.6
COc1cccc(Oc2ccc(C(F)(F)F)cc2NC(=O)CCc2nc3ccccc3c(=O)[nH]2)c1,37.4,-13.0,33.1,-3.7,-60.1,-8.7,0.6,-6.9,-12.9
CC(=O)c1ccc(OC(=O)CCN2c3ccccc3Sc3ccccc32)cc1,-9.2,14.9,20.7,0.9,8.1,4.8,4.3,-4.9,-1.1
CCOc1ccccc1CNC(=O)C(C)n1nc(C)c2c(C)n(-c3ccccc3)nc2c1=O (stereo not given),1.6,19.8,0.8,-1.3,8.6,-1.3,-7.1,2.7,1.1
COc1ccccc1Cn1c(=O)c2ccccc2n2c(SCc3csc(C)n3)nnc12,5.9,-10.4,-8.8,6.5,13.8,-1.6,-4.6,-7.7,-0.5
COc1ccc(/C=C/c2nc(-c3ccccc3O)n(-c3ccccc3)n2)cc1,5.6,-28.4,5.5,8.9,15.4,0.6,-4.5,-6.0,-7.3
CCCCN1C(=O)C(O)=C(C(C)=O)C1c1ccc(OC)cc1OC (stereo not given),2.8,35.1,7.9,17.1,21.2,1.7,3.4,-14.0,-4.8
CN(CC(=O)Nc1ccc(F)cc1)C(=O)C1CCN(S(=O)(=O)c2ccc3c(c2)OCCO3)CC1,12.3,8.4,4.7,-7.1,13.0,1.4,-2.9,-10.4,-6.8
C[C@]12c3[nH]c4ccccc4c3CCN1C(=O)C(CC(=O)NCc1ccco1)C[C@@H]2C(=O)N1CCCCC1 (stereo not given in full),11.6,5.3,-1.5,-9.1,6.2,-0.6,-1.3,-1.2,-18.5
Cc1noc(C)c1NC(=O)Nc1cccc2c1O[C@H](CN(C)C(=O)Nc1ccccc1)[C@@H](C)CN([C@H](C)CO)C2=O,-10.4,2.8,1.5,-0.8,2.2,3.6,-7.3,1.7,-6.7
COCCN1C(=O)N(c2cccc(C)c2)C(=O)C1CC(=O)Nc1ccc(F)cc1 (stereo not given),1.4,24.0,-1.8,-4.7,9.0,-1.1,1.8,8.4,0.8
O=C(CN1CCN(S(=O)(=O)c2ccc(Br)cc2)CC1)Nc1ccccc1F,-8.9,15.9,18.0,-3.7,38.7,0.3,-2.6,-1.4,3.5
Cn1nnnc1Sc1ncnc2scc(-c3ccc[nH]3)c12,14.8,-75.8,0.1,1.6,14.2,-30.9,2.8,7.5,-3.4
CSCC(=O)N1CCCC(CO)(CCCc2ccccc2)C1 (stereo not given),-2.5,14.5,1.8,-4.6,17.3,8.3,-4.9,-4.9,-10.6
CCC1(c2ccc(F)cc2)NC(=O)N(CC(=O)Nc2ccc3c(c2)OCCO3)C1=O (stereo not given),6.2,12.5,-4.7,5.5,16.3,2.5,-1.4,-0.4,-17.4
Cc1cc(=O)oc2c1c(C)nn2-c1ccc(Br)cc1,-10.2,1.2,10.9,3.9,10.8,0.5,4.2,-2.0,15.3
NNC(=O)c1n[nH]c2c1CC(C1CCCCC1)CC2 (stereo not given),6.2,8.6,18.5,-3.4,5.5,0.2,-5.5,1.0,2.5
O=C(COCc1cc(-c2ccc3c(c2)OCO3)on1)N1CCCCC1,10.5,-1.2,16.8,-11.2,14.7,0.0,-0.2,-5.4,13.9
Cc1ccc(CS(=O)(=O)c2ncc(Cl)c(C(=O)Nc3nnc(C(C)C)s3)n2)cc1,-39.2,-10.4,2.5,1.6,4.6,1.5,10.1,-5.4,-10.5
CCC1(c2ccccc2)NC(=O)N(CC(=O)NC2CCCC2)C1=O (stereo not given),-5.9,-1.7,6.3,-13.0,20.5,-2.8,-5.8,-7.2,-6.9
COc1ccc(C(=O)N/C(=C\c2ccco2)C(=O)NCCCn2ccnc2)cc1,-0.7,13.8,-4.3,10.1,23.1,0.2,-6.0,-5.3,6.6
CC(C)NC(=O)CSc1nnc(-c2ccc(C(C)(C)C)cc2)n1C,10.6,18.2,-6.1,15.4,6.1,1.8,0.1,-9.0,-23.1
Cc1sc(NC(=O)CN(C)C2CCCCC2)nc1-c1ccc2c(c1)CCN2S(=O)(=O)c1ccccc1,·,·,1.5,-11.7,-0.7,·,·,3.4,-13.6
CCOC(=O)N1CCN(c2nc(C)cc(C(F)(F)F)n2)CC1,-14.8,-0.6,3.5,5.3,7.4,-0.6,-2.3,7.4,1.0
CN(C)c1nc(NCc2ccccc2)nc(N/N=C/c2ccccc2F)n1,·,·,8.0,-2.1,39.1,·,·,-5.7,-4.4
CCCCN(CCCC)CP(=O)(c1ccccc1)c1ccccc1,-15.6,22.3,26.3,-0.6,12.5,3.8,-6.1,-6.6,-9.7
CCC(C)[C@H](NC(=O)N1c2ccccc2NC(=O)[C@@H]1C(C)C)C(=O)N[C@@H](Cc1ccccc1)C(=O)O (stereo not given in full),-17.1,53.4*,-10.4,12.8,-14.5,2.8,5.1,-12.2,-15.0
O=C(NCc1ccc(Cl)cc1)c1ccc(-n2cccn2)nc1,-1.9,3.5,-1.9,1.8,17.3,-0.3,-7.7,7.2,-12.3
COc1ccccc1C(=O)NN1C(=O)C2C3C=CC(O3)C2C1=O (stereo not given),-7.3,20.0,-4.0,6.3,0.8,0.2,3.4,-4.3,-10.2

# Compound profiles (already shown). Order of values: PfGluPho inh, SENP8 block-1, Apaf-1 inh, SENP7 inh, NLRP3 yeast inh, SENP1 FRET inh, HKDC1 inhibitor, SENP8 block-2, SENP6 inh
# COc1ccccc1C(=O)NN1C(=O)C2C3C=CC(O3)C2C1=O (stereo not given) is listed as -7.3, 20.0, -4.0, 6.3, 0.8, 0.2, 3.4, -4.3, -10.2
# CCC1(c2ccccc2)NC(=O)N(CC(=O)NC2CCCC2)C1=O (stereo not given) is listed as -5.9, -1.7, 6.3, -13.0, 20.5, -2.8, -5.8, -7.2, -6.9
# CCCCN(CCCC)CP(=O)(c1ccccc1)c1ccccc1 is listed as -15.6, 22.3, 26.3, -0.6, 12.5, 3.8, -6.1, -6.6, -9.7
# CN(C)c1nc(NCc2ccccc2)nc(N/N=C/c2ccccc2F)n1 is listed as ·, ·, 8.0, -2.1, 39.1, ·, ·, -5.7, -4.4
# CCC(C)[C@H](NC(=O)N1c2ccccc2NC(=O)[C@@H]1C(C)C)C(=O)N[C@@H](Cc1ccccc1)C(=O)O (stereo not given in full) is listed as -17.1, 53.4*, -10.4, 12.8, -14.5, 2.8, 5.1, -12.2, -15.0

# Further results follow.
SMILES,PfGluPho inh,SENP8 block-1,Apaf-1 inh,SENP7 inh,NLRP3 yeast inh,SENP1 FRET inh,HKDC1 inhibitor,SENP8 block-2,SENP6 inh
C(=N\n1cnnc1)/c1ccc2ncccc2c1,-1.6,13.4,-3.5,9.5,9.4,1.4,-1.8,1.4,5.0
CN(C)S(=O)(=O)c1cccc(NC(=S)Nc2ccc(Cl)cc2Cl)c1,22.1,12.0,3.7,-9.5,-14.2,4.5,-2.4,-3.4,-13.5
NC(=O)C1CC(=O)N(c2ccc(OCC(=O)Nc3cccc(C(F)(F)F)c3)cc2)C1 (stereo not given),9.8,13.6,-6.6,3.6,5.6,-0.1,-3.0,-0.4,-12.9
Cc1ccc2c(CSc3nncs3)cc(=O)oc2c1,6.5,-20.4,-14.5,2.3,16.2,0.2,4.9,-2.6,-4.8
C=CCn1cccc(C(=O)Nc2ccc(OCC)cc2)c1=O,-2.9,-5.1,-1.2,-4.8,20.4,1.4,-5.6,4.7,2.9
Cc1nc2ccccc2c(=O)n1/N=C/c1ccncc1,-7.0,16.1,2.7,7.5,-1.6,0.6,-1.2,-5.9,1.4
Cc1ccc(-c2cc(C(=O)OCn3nnc4ccccc4c3=O)c3ccccc3n2)cc1,6.5,-301.9,0.1,1.1,9.7,4.8,-6.9,-7.2,-7.3
Cc1nnc(SCC(=O)Nc2sccc2C#N)s1,10.8,-3.4,4.0,-4.5,5.7,-2.9,7.8,3.5,11.9
O=C1CC(=O)N(CCNc2ncc(C(F)(F)F)cc2Cl)C(=O)N1,-22.3,14.4,10.6,-3.5,-3.2,-5.6,-2.6,-2.3,-9.6
CS(=O)(=O)c1ccccc1-c1nc(-c2cccc(Cl)c2)no1,14.6,8.7,6.9,-1.2,20.9,10.6,-5.8,-3.1,-21.6
O=c1c2c3nc4ccccc4nc3n(/N=C/c3ccco3)c2ncn1CCC1=CCCCC1,43.1,8.3,12.8,9.7,13.1,-2.5,26.8,6.8,4.8
O=C(c1nc2ccccn2c1CNCC1OCCc2ccccc21)N1CCOCC1 (stereo not given),-4.0,-2.3,-1.2,-1.2,3.2,-5.4,-10.6,-1.5,-27.7
CCOC(=O)Nc1ccc(OC)c([N+](=O)[O-])c1,4.6,18.6,2.1,-8.9,12.7,2.4,-2.0,-17.2,-1.5
Cc1cccn2cc(CCNS(=O)(=O)c3cccc([N+](=O)[O-])c3)nc12,-7.2,13.3,3.7,-5.9,6.0,4.1,-0.6,-9.0,-27.5
COc1cc(-c2noc(C)c2/C=C/c2ccc(OC(C)=O)cc2)cc(OC)c1OC,-0.8,-21.3,3.4,4.6,13.4,-0.8,3.2,-1.0,2.0
COc1ccc(-n2nnnc2SCC(=O)Nc2cccc(O)c2)cc1,-3.2,9.9,13.9,-8.0,11.0,2.5,-6.4,0.1,8.3
O=C(NCN1C(=O)C2C3C=CC(C3)C2C1=O)Nc1nccs1 (stereo not given),-14.1,15.5,-0.6,-7.8,3.0,1.2,-1.5,-3.5,-38.8
N#Cc1c(Cl)nc(-c2ccncc2)nc1-c1ccccc1,-29.3,-19.8,5.0,-5.6,8.6,3.4,0.4,1.1,-0.1
CCC(=O)N1CCCc2cc(S(=O)(=O)N3CCN(c4ncccn4)CC3)ccc21,-21.2,-8.3,1.5,12.0,8.7,2.0,-3.3,-7.1,-0.5
CC(C)(C)Nc1nc2ccc([N+](=O)[O-])cc2o1,-8.0,29.4,-10.7,8.0,34.4,0.6,-2.1,-2.4,-3.5
CCOC(=O)c1cc(-c2cccs2)nc2onc(C)c12,1.0,i,11.3,-9.8,13.6,-20.8,2.9,-5.6,-13.6
CSc1nc2ccc(S(N)(=O)=O)cc2s1,-13.8,15.6,6.0,-6.7,0.0,0.9,-4.2,-7.9,-1.7
CCC(C)(C)NC(=O)C1CCN(c2nc(OC)nc(OC)n2)CC1,6.5,3.6,-6.6,7.2,13.2,0.9,-7.2,-0.5,13.2
O=C(/C=C/N1CCN(Cc2ccccc2)CC1)C(F)(F)F,-0.2,3.7,-13.1,2.4,20.1,0.0,-12.2,-0.7,-15.5
O=C(c1ccccc1)c1ccc2ccccc2n1,-1.3,2.5,14.9,-12.3,8.9,0.6,-0.2,-15.1,-12.7

# Random draw from the library, and some 4.1% of all compounds hit somewhere here.
